Assay outcomes: PubChem BioAssay, National Center for Advancing Translational Sciences (NCATS)
JMJD2E inh: qHTS Assay for Inhibitors of Human Jumonji Domain Containing 2E (JMJD2E) | Lysine-specific demethylase 4E (Homo sapiens), B2RXH2 | JMJD2E catalytic domain, FDH-coupled NADH fluorescence (FDH is formaldehyde dehydrogenase) | Potency, µM (top dose mostly 57.1 µM), without a hit: top-dose activity change, negative = inhibition, usual class: inhibitors | 1.6% of 230,000 active; active means well fitted inhibition curve with a large enough effect, not every such curve was filed as active; inconclusive means small, poorly fitted or top-dose-only effect, or another doubt; inactive means no such curve, though single readings can be large or run the other way;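 further: 0% = wells with enzyme and -100% = buffer wells without enzyme; nearly all actives have a fitted effect of over 50% in size; many of its hits are not listed in these tables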
SMN2 splice up: qHTS Assay for Enhancers of SMN2 Splice Variant Expression | HEK293 SMN2-luciferase splicing reporter, luminescence, 30-36 h | Potency, µM (highest dose often 46.1 µM), for the others: at the highest dose activity change, positive = activation, actives largely listed as activators | 2.8% of 210,000 active; further: % of control where 0% means no effect; nearly all actives have a fitted effect of over 55% in size
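HEK293 cells carry an SMN2 minigene-luciferase reporter in which exon 7 inclusion puts luciferase in frame. Cells were seeded at 2000 cells/well, attached for 10-12 hours, then exposed to compounds for 30-36 hours at 37C before ONE-Glo luminescence.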
RGS12 GoLoco inh: qHTS Assay for Inhibitors of RGS12 GoLoco Motif Activity (Red Fluorophore). Guanine nucleotide-binding protein G(i) subunit alpha-1 (Homo sapiens), P63096. 0.44% of 230,000 active. Gai1:RGS12 GoLoco peptide FP, rhodamine, 10 min. Potency, µM (doses to about 61.6 µM), without a hit: at the top dose activity, negative = inhibition, hits mostly inhibitors; active means well fitted inhibition curve with a large enough effect, not every such curve was filed as active; inactive means no such curve, though single readings can be large or run the other way; further: on the % scale 0 is the no-effect control and ±100 the full control effect; nearly all actives have a fitted effect of over 30% in size; many of its hits are not listed in these tables
Epigenetic derep: Quantitative High-Throughput Screen for Regulators of Epigenetic Control; murine LDR cells, GFP reporter derepression, 30 h; AID 1865, 2009; 0.2% of 280,000 active; Potency, µM (highest dose often 53.9 µM), for the others: at the top dose GFP activation, usual class: activators; further: % of control where 0% means no effect; nearly all actives have a fitted effect of over 60% in size
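Murine LDR cells bearing a silenced CMV-driven GFP reporter were exposed to compound for 30 h at 37 C. After PBS washes, GFP-positive cells (20-120 um objects) counted by laser-scanning microplate cytometry.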
RECQ1 inh: qHTS Assay for Inhibitors of RecQ-Like Dna Helicase 1 (RECQ1) | ATP-dependent DNA helicase Q1 (Homo sapiens), P46063 | RECQ1 DNA unwinding, red fluorescence kinetic read | Potency, µM (highest dose often 57.3 µM), for inactives: at the highest dose activity, negative = inhibition, usual class: inhibitors | 0.54% of 240,000 active | AID 2549, 2010;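 further: plate controls were vehicle for no effect and no enzyme for full effect; nearly all actives have a fitted effect of over 30% in size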
Target sequence (P46063 whole entry, looked up): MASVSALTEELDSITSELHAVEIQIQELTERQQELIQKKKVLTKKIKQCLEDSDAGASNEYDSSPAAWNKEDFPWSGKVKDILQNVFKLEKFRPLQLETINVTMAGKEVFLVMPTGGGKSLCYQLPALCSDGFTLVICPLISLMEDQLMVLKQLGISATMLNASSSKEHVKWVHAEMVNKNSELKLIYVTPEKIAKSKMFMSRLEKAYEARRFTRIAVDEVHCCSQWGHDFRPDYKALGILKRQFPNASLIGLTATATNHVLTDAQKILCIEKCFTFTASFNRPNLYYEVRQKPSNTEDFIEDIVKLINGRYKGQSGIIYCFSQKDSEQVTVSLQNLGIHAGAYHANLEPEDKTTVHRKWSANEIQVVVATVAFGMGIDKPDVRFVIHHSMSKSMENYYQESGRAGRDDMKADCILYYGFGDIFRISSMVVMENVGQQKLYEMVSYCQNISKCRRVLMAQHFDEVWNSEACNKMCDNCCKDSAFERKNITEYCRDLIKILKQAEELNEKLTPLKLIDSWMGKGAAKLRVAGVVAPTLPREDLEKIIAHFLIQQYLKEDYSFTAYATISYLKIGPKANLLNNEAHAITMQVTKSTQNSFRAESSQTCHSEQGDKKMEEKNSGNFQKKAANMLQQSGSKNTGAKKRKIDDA
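RECQ1T1 50 nM; forked duplex (20 bp + 30-nt ss tails) 200 nM, ATP 2 mM final; pH 8.0, 2 mM MgCl2, 2.5 ug/ml poly(dI-dC); 15 min compound preincubation; discontinuous kinetic read over 2 h at RT.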
IMPase Li inh: qHTS Assay for Identifying the Cell-Membrane Permeable IMPase Inhibitors: Potentiation with Lithium; CHO-M1 cells, IP1 TR-FRET (IP-One), carbachol + lithium; Potency, µM (top dose mostly 59.4 µM), inactives show at the top dose activity, negative = IMPase inhibition, hits mostly inhibitors; 0.35% of 210,000 active; AID 1457, 2008;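 further: IP1 builds up when IMPase is blocked and the TR-FRET signal falls; plate controls were basal vehicle for no effect and high inhibitor control for full effect; nearly all actives have a fitted effect of over 50% in size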
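IP1 accumulation measured by competitive TR-FRET in lysed CHO-M1 cells after 30 min compound exposure at 37C, with a small lithium addition to potentiate weak responses. Hill-equation AC50 from ratio and donor-channel data.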
NPSR antagonist: qHTS Assay for Antagonists of the Neuropeptide S Receptor: cAMP Signal Transduction; CHO-NPSR cells, cAMP TR-FRET, antagonist mode; Potency, µM (series often up to 38.3 µM), for the others: at the top dose activity change, negative = inhibition, hits mostly inhibitors; 1% of 220,000 active; AID 1461, 2008; further: on the % scale 0 is the no-effect control and ±100 the full control effect; nearly all actives have a fitted effect of over 50% in size; many of its hits are not listed in these tables
Target sequence (Q6W5P4 whole entry, looked up): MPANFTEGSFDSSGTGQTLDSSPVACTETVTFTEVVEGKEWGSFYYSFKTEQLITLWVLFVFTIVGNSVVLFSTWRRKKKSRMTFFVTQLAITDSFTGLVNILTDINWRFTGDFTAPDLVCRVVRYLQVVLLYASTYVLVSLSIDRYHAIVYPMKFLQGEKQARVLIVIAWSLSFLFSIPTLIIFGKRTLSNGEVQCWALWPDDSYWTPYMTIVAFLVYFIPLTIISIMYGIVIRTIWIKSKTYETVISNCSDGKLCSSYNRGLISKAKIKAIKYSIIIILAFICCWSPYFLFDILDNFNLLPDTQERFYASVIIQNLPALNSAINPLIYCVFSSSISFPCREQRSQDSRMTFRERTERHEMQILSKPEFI
KinaseGlo FLuc: Counterscreen for Luciferase (Kinase-Glo TM) Inhibition. Luciferin 4-monooxygenase (Photuris pensylvanica), Q27757. Kinase-Glo luciferase, ATP luminescence, 8 min. Potency, µM (series often up to 38.3 µM), for inactives: top-dose activity change, negative = inhibition, hits mostly inhibitors. 0.28% of 200,000 active; further: on the % scale 0 is the no-effect control and ±100 the full control effect; nearly all actives have a fitted effect of over 60% in size
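Inhibition of Kinase-Glo luciferase light generation was assessed at 10 uM ATP in pH 7.2 imidazole buffer, with luminescence measured after eight minutes at ambient temperature.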
Active calls of the source: *; i = inactive; ? = inconclusive; . = no result given; [ ] = remark or other dose. Unless noted, the call rests on the fitted dose curve; in most records, active means well fitted curve in the direction sought with a large enough effect; inconclusive means small, poorly fitted or top-dose-only effect, or another doubt; inactive means no such curve, though single readings can be large; an effect the other way counts as inactive or inconclusive. Potency means the concentration at half of the fitted maximal effect.

SMILES,JMJD2E inh,SMN2 splice up,RGS12 GoLoco inh,Epigenetic derep,RECQ1 inh,IMPase Li inh,NPSR antagonist,KinaseGlo FLuc
Cc1cccc(/C=C2/C(=O)/C(=C/c3ccccc3C)C3CCC2N3C)c1 (stereo unspecified),-5%,-34%[inhibitor],3%,-1.1%,4%,8%[38.3 µM],-8%[46.1 µM],0%
COc1ccc(S(=O)(=O)N2CCC(C(N)=O)(N3CCCCC3)CC2)cc1,-1%,6%,-12%,-0.2%,-5%,14%[38.3 µM],-2%[46.1 µM],-1%
COc1cccc(-n2ccnc2SCC(=O)N2CCCc3ccccc32)c1,3%,-1%,-5%,-1.1%,-5%,5%,-2%,-4%
Cc1oc(C(=O)O)cc1CSCc1ccoc1C(=O)O,-7%,-11%,3%,-0.9%,i,-7%[38.3 µM],-5%[46.1 µM],4%
CC(C)N1CCN(Cc2nc3c(s2)CCCC3)CC1CCO (stereo unspecified),3%,2%,15%,0.0%,i,2%,1%,-2%
CCOC(=O)N1CCN(C(=O)CSc2nnc(C3COc4ccccc4O3)o2)CC1 (stereo unspecified),6%,-24%,-22%,-2.7%,-4%,-26%[38.3 µM],-17%[46.1 µM],4%
O=[n+]1c2c(n([O-])c3cc(F)c(N4CCCC4)cc31)CCCC2,?,0%,-31%,-1.1%,0%,-7%[38.3 µM],-19%[46.1 µM],-10%
CCOC(=O)C1=C(CSc2nccn2C)NC(=O)NC1c1cc(C)ccc1C (stereo unspecified),-6%,12%,0%,-4.6%,-4%,2%[38.3 µM],-7%[46.1 µM],3%
O=C1C=C(Nc2ccc(O)cc2)C(=O)c2ccccc21,3%,.,5%,-0.4%,1%,.,38%,.
COc1ccc(-c2cn(-c3ccc(Cl)cc3)c3[n+]2CCCCC3)cc1,2%,.,-5%,-0.2%,-26%,.,7%,.
COc1ccc(C(CC(=O)NCc2ccccc2)Sc2n[nH]c(-c3ccc(Cl)cc3)n2)cc1 (stereo unspecified),5%,5%,9%,1.3%,5%,-5%,-26%,-3%
Cc1ccc2c(c1)NC(=O)C(CC(=O)NCCN(CC(C)C)CC(C)C)O2 (stereo unspecified),3%,-2%,0%,0.0%,i,45%[activator][38.3 µM],9%[46.1 µM],-1%
CC(NC(=O)c1cccc(C(F)(F)F)c1)C(c1ccccc1)N1CCOCC1 (stereo unspecified),13%,-11%,8%,-2.1%,-6%,15%,-3%,4%
CN(C)S(=O)(=O)c1ccc2[nH]cc(/C=C/c3nc4ccccc4c(=O)n3-c3ccccc3)c2c1,?,9%,4%,-0.1%,3%,-12%[38.3 µM],-13%[46.1 µM],-5%
O=C(c1ccc(F)cc1)N1CCC(c2ccccc2)C1 (stereo unspecified),-8%,.,-10%,3.2%,i,.,-10%,.
CCc1ccc(CN(C)C(=O)CCc2nc3ccccc3n(-c3ccc(OC)cc3)c2=O)cc1,-2%,-70%[inhibitor],96%[activator],-1.1%,-13%,18%,-57%,-1%
Cc1sc2ncnc(Oc3ccc(-n4ccnc4)cc3)c2c1C,6%,-19%,4%,0.7%,-2%,12%[38.3 µM],-22%[46.1 µM],-6%
Cc1ccc(C(=O)OCC(=O)Nc2ncc(C(F)(F)F)cc2Cl)cc1NC(=O)c1ccco1,9%,-12%,23%,-2.7%,-3%,-6%[38.3 µM],-5%[46.1 µM],5%
COC(=O)COc1ccc(S(=O)(=O)NCc2cccnc2)cc1,4%,?,8%,0.0%,i,23%[38.3 µM],-2%[46.1 µM],-1%
Cc1ccc(-c2cc(C(=O)O)c3ccccc3n2)c(C)c1,35%,.,-1%,3.8%,-9%,.,-1%[7.67 µM],.
OCCN1CCOCCN(CCO)CCN(CCO)CC1,13%,-5%,6%,3.0%,i,-5%[38.3 µM],0%[46.1 µM],3%
Cc1cc2c(c(=O)n1Cc1cccnc1)C(c1ccc(F)cc1)C(C#N)=C(N)O2 (stereo unspecified),3%,5%,7%,-1.7%,-3%,-2%[38.3 µM],?,-3%
CS(=O)(=O)c1ccc(C(=O)OCC(=O)NC(=O)C2CCCCC2)cc1[N+](=O)[O-],1%,-2%,10%,?,i,15%,-41%,-1%
COc1ccc(CNC(=O)CN(Cc2cccs2)C(=O)CCC(=O)Nc2ccccn2)cc1,1%,-11%,-8%,-6.0%,17%,5%,-4%,1%
Cc1cc(NCCO)nc(N2CCOCC2)n1,0%,.,.,7.2%,i,.,-1%[46.1 µM],.
COc1ccc(OC)c(NC(=O)CN(C)S(=O)(=O)c2ccc(Cl)cc2)c1,0%,-34%,-3%,1.3%,i,-13%,-16%,5%
O=c1c2cc(F)ccc2[nH]c(=S)n1CCCN1CCOCC1,10%,-2%,1%,-0.9%,-1%,-1%[38.3 µM],-1%[46.1 µM],-1%
O=C(COC(=O)c1cccc(S(=O)(=O)N2CCOCC2)c1)Nc1nc(-c2ccccc2Cl)cs1,4%,6%,-8%,3.1%,-16%,11%[38.3 µM],-18%[46.1 µM],2%
Cc1ccc(CSC2=NCCN2C(=O)c2ccco2)cc1,1%,0%,5%,2.9%,-2%,11%,-5%,3%
COc1ccc(C2=NN(C(=O)c3cccs3)C(O)(C(F)(F)F)C2)cc1 (stereo unspecified),-8%,-23%,194%[activator],-4.8%,i,7%,-20%,-1%
Cc1cc2ccccc2n2c(SCC(=O)NCc3cccs3)nnc12,9%,-4%,-2%,-1.0%,14%,24%[38.3 µM],-14%[46.1 µM],-4%
COc1ccc(NC(=O)Cn2cnc3c(cnn3C(C)(C)C)c2=O)cc1OC,6%,-40%,12%,-1.2%,3%,2%,23%,-4%
C=CCc1ccc(OCCOCCN(C)C)c(OC)c1,?,4%,4%,-0.2%,-1%,12%[38.3 µM],-10%[46.1 µM],15%
Cc1ccc(C)n1-c1ccccc1N,?,0%,16%,0.0%,-1%,6%,5%[46.1 µM],1%
COCCNC(=O)c1c(CSc2ccc(F)cc2)noc1C(=O)NCc1ccccc1,2%,-3%,2%,-1.4%,-19%,4%[38.3 µM],-19%[46.1 µM],-3%
CCc1nnc(NC(=O)CSc2nnc(-c3ccccc3OC)n2-c2ccc(C)cc2)s1,7%,7%,-5%,-1.0%,i,24%[38.3 µM],-6%[46.1 µM],20%
COC(=O)/C(=C1/Oc2cc3c(cc2S1)OCO3)C(F)(F)F,?,11%,1%,0.0%,-9%,-5%[38.3 µM],2%[46.1 µM],-6%
CC(=O)Nc1ccc(S(=O)(=O)Oc2ccc(C(=S)N3CCC(O)CC3)cc2)cc1,-3%,-78%[inhibitor],2%,1.3%,6%,-4%,6%,0%
O=C(COC(=O)Cc1ccc(Br)cc1)NC12CC3CC(CC(C3)C1)C2,-3%,-3%,1%,-4.2%,-13%,-1%[38.3 µM],-11%[46.1 µM],3%
CCCCC(=O)Nc1cccc(NC(=O)c2cccc(Br)c2)c1,-3%,10%,-5%,-1.3%,i,1%,-51%,-1%
O=C(CSc1nccc(=O)[nH]1)N1CCCc2ccccc21,3%,-8%,-6%,2.4%,9%,22%[38.3 µM],3%[46.1 µM],3%
Cc1ccc(NC(=S)Nc2ccc3[nH]c(=O)[nH]c3c2)cc1C,-2%,.,6%,-0.2%,-9%,.,-8%,.
O=C1Nc2c(c(=O)[nH]c(=O)n2Cc2ccccc2)C1(NS(=O)(=O)c1ccccc1)C(F)(F)F (stereo unspecified),-8%,.,1%,1.5%,i,10%,-9%,5%
CCC(NC(=O)Nc1cc(C)on1)(C(F)(F)F)C(F)(F)F,13%,.,1%,0.1%,-8%,.,-4%,.
C[C@@H](C(=O)OCC(=O)NCCc1ccc(S(N)(=O)=O)cc1)N1C(=O)C2CCCCC2C1=O (stereo partly specified),2%,-5%,4%,-0.4%,2%,0%,11%,1%
O=[N+]([O-])c1ccc(N2CCN(S(=O)(=O)c3ccccc3)CC2)cc1NCCN1CCOCC1,5%,-6%,0%,-1.0%,-8%,4%[38.3 µM],-19%[46.1 µM],0%
O=C(CSc1nnc(-c2ccncc2)n1Cc1ccco1)Nc1ccccc1Cl,3%,4%,-1%,-0.1%,-14%,-4%[38.3 µM],-8%[46.1 µM],5%
COC(=O)c1ccc(NC(=O)c2ccc(OC(C)=O)c(OC)c2)cc1,-9%,?,9%,-0.3%,-6%,-1%,-6%,-8%
O=C(C[n+]1ccc2ccccc2c1)c1ccc2ccc3ccccc3c2c1,.,-1%[9.22 µM],7%[14.2 µM],.,.,14%,.,-1%[7.66 µM]
N=C1N=C(N)c2cc3ccccc3cc21,.,13%,2%,.,1%,-9%,.,.
COc1ccc(-c2nn(-c3ccccc3)cc2/C=C(\CC(=O)O)c2nc3ccccc3s2)cc1OC,?,-5%,27%,0.0%,-13%,9%,-40%,0%
CC1(C)NC(=O)N(CCOc2cccc(Cl)c2Cl)C1=O,6%,5%,-7%,0.9%,5%,19%[38.3 µM],-2%[46.1 µM],0%
O=C(N/N=C/c1ccc(N2CCCCC2)o1)C(O)(c1ccccc1)c1ccccc1,?,-33%,-1%,?,?,10%,-31%,-2%
CCOC(=O)N1CCN(C(=O)c2cn(-c3ccc(C)c(C)c3)c(=O)c3ccccc23)CC1,-10%,?,3%,-1.1%,-3%,-3%[38.3 µM],-14%[46.1 µM],6%

An excerpt (hit frequency here may not be typical).
